# MPTP block: permeability transition pore inhibition; isolated mouse mitochondria, Ca2+ swelling absorbance, 30 min; inhibition, % at 10 µM; hit rate 1.4% among 360,000; AID 602449;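 active = inhibition of 50% or more, scaled per plate between neutral and stimulator controls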;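 note: 0% = DMSO wells given calcium and 100% = 1 mM EGTA wells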
# beta cell repl: inducers of beta-cell replication in MIN6 cells; proliferation, % at 10 µM; hit rate 0.29% among 330,000; MIN6 cells proliferation, ATPlite luminescence, 48 h; cells starved in 0.2% serum; 100% = growth in 10% serum;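 active = compounds whose signal lies at least 3.5 SD above the mean of all wells on their plate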;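 note: 0% = DMSO-treated cells in low-serum medium and 100% = 10% serum control; some compounds called inactive have numbers as strong as hits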
# A3G deaminase: APOBEC3G (human) deaminase inhibition | Q9HC16 | recombinant A3G, ssDNA deamination FAM/TAMRA fluorescence | inhibition, % at 20 µM | hit rate 0.28% among 330,000;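 active = inhibition of at least 40% at 20 µM, with no more than 30% in the related APOBEC3A deaminase screen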;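 note: plate controls were DMSO wells with A3G for no effect and wells lacking A3G enzyme for full effect; some compounds called inactive have numbers as strong as hits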
# Target sequence (Q9HC16 whole entry, looked up): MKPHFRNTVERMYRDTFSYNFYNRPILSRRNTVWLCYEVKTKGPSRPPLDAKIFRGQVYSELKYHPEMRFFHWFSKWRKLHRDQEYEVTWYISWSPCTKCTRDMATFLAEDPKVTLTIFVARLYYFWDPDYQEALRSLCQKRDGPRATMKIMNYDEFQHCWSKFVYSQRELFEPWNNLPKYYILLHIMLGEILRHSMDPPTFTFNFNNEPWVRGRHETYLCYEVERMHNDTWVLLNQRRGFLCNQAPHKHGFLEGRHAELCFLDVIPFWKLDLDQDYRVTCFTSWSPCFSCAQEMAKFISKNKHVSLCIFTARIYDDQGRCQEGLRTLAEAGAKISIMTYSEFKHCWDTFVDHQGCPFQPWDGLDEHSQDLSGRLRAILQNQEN
# mIAP inh: blocks mouse intestinal alkaline phosphatase | purified mouse IAP, CDP-Star luminescence, 30 min | inhibition, % at 10 µM | hit rate 0.2% among 330,000 | AID 2806;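 active = inhibition of at least 40% at 10 µM in the primary screen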;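 note: plate controls were DMSO with enzyme for no effect and no enzyme wells for full effect; values of inactives mirror those of a sister screen read the other way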
# mIAP activ: increases mouse intestinal alkaline phosphatase activity | activation factor at 10 µM | AID 2805 | muIAP, CDP-Star luminescence, 30 min; stronger effect = higher value; 1 = vehicle-only enzyme signal, 0 = enzyme-free wells | hit rate 0.24% among 330,000;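 active = activation factor of at least 2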; note: the source names both 10 and 20 µM as test concentration; values of inactives mirror those of a sister screen read the other way
#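 System: Mouse IAP enzyme | Also added: CDP-Star substrate | Dosing: Compounds dispensed in DMSO | Schedule: 30 min enzyme-substrate-compound incubation at room temperature | Technique: Chemiluminescence readout | Control set: DMSO-only wells and no-enzyme negative control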
# A3A deaminase: blocks human APOBEC3A ssDNA deamination; hit rate 0.41% among 330,000; AID 493011; P31941; recombinant A3A, FAM/TAMRA ssDNA deamination fluorescence; inhibition, % at 20 µM;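 active = at least 40% inhibition at 20 µM here, with at most 30% in a related deaminase screen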;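 note: plate controls were A3A with DMSO for no effect and wells lacking A3A enzyme for full effect; some results filed as inactive read as strong as hits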
# hIAP inh: human IAP inhibition. purified IAP, CDP-Star luminescence, 30 min. inhibition, % at 10 µM. hit rate 0.12% among 330,000. AID 2544;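 active = inhibition reaching a set limit with compound at 10 µM in the primary screen, cut at about 35% in these data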;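 note: plate controls were DMSO wells with enzyme for no effect and no-enzyme buffer wells for full effect; values of inactives mirror those of a sister screen read the other way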
# hIAP act: human IAP activation. AID 2524. hit rate 0.16% among 330,000. P09923. activation factor at 10 µM. purified human IAP, CDP-Star luminescence, 30 min; stronger effect = higher value; 1 = vehicle-only enzyme, 0 = enzyme-free background;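 active = activation factor of the enzyme at least 2-fold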; note: the source names both 10 and 20 µM as test concentration; values of inactives mirror those of a sister screen read the other way
# ATG4B inhibitor: inhibitors of human ATG4B cysteine protease | Q9Y4P1 | ATG4B cleavage of LC3-PLA2, NBD-HPC fluorescence, 1 h | inhibition, % at 8.33 µM | hit rate 0.51% among 340,000 | AID 504462; in the data active = inhibition above about 40%
# Target sequence (Q9Y4P1 whole entry, looked up): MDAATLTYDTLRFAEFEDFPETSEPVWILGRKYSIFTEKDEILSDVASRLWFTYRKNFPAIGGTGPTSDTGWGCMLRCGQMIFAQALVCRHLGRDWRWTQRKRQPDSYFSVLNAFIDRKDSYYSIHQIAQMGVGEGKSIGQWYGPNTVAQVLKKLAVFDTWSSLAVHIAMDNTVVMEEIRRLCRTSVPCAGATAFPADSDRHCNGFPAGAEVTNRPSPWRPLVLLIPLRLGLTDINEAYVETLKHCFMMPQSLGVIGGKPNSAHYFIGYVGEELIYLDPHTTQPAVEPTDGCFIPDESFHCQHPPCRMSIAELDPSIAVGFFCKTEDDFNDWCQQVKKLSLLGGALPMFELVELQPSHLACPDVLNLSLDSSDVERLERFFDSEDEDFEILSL
# Active calls of the source: *; . = not tested or not shown.
# Sample of the layout:
no.	structure	MPTP block	beta cell repl	A3G deaminase	mIAP inh	mIAP activ	A3A deaminase	hIAP inh	hIAP act	ATG4B inhibitor
1	CCn1c(SCC(=O)N/N=C(\C)c2ccncc2)nnc1-c1ccc(C)cc1	1.7	3	-5	1	0.99	0	-14	1.1	-9
2	Cc1ccc2nc(Nc3nc(CSc4nnc(C)s4)cc(=O)[nH]3)nc(C)c2c1	0.0	-4	2	14	0.86	4	-42	1.4	0

# The listing, repeating the preview:
no.	structure	MPTP block	beta cell repl	A3G deaminase	mIAP inh	mIAP activ	A3A deaminase	hIAP inh	hIAP act	ATG4B inhibitor
1	CCn1c(SCC(=O)N/N=C(\C)c2ccncc2)nnc1-c1ccc(C)cc1	1.7	3	-5	1	0.99	0	-14	1.1	-9
2	Cc1ccc2nc(Nc3nc(CSc4nnc(C)s4)cc(=O)[nH]3)nc(C)c2c1	0.0	-4	2	14	0.86	4	-42	1.4	0
3	CC1CCN(c2c(NCc3ccc(C(=O)NCc4ccco4)cc3)c(=O)c2=O)CC1	0.0	-1	-7	-11	1.1	-2	6	0.94	-1
4	Clc1cccc(CN2CCCCCCC2)c1Cl	-0.7	-1	-9	1	0.99	-4	7	0.93	3
5	COC(=O)NNC(=S)NCc1ccccc1	0.3	0	-7	2	0.98	0	7	0.93	-6
6	CN(CC(=O)Nc1cccc(F)c1)C(=O)C1CC(=O)N(Cc2ccccc2)C1 (stereo not drawn)	-1.9	0	-6	1	0.99	-1	-6	1.1	-7
7	Cc1ccc(/C=C2/Sc3ccc(C(=O)NCc4ccccn4)cc3NC2=O)cc1	-3.1	-4	-6	13	0.87	-3	-11	1.1	3
8	COc1cccc(NC(=O)CN(c2ccc([N+](=O)[O-])cc2)S(=O)(=O)c2ccccc2)c1	-0.6	0	-11	6	0.94	0	3	0.97	-12
9	CCOc1cc(NC(=S)NC)c(OCC)cc1NC(=O)c1ccco1	0.0	-3	0	12	0.89	3	14	0.86	2
10	Cc1ccc(NC(=O)c2ncn(CC(=O)N3CCN(c4ccccn4)CC3)n2)cc1C	0.2	.	2	2	0.98	4	.	.	-8
11	CN(C(=O)CCCN1C(=O)c2cccc3cccc(c23)C1=O)c1ccccc1	4.0	-2	-7	0	1	3	-24	1.2	-19
12	C#CCOCCOCCOCCNc1nc(N2CCN(C(=O)CCCCCCCCCCNC(=O)[C@H](CCCCN)n3cc(CCO)nn3)CC2)nc(N2CCN(C(=O)CCCCCCCCCCNC(=O)[C@H](CCCCN)n3cc(CCCC(=O)O)nn3)CC2)n1	-5.3	-2	0	-2	1	1	12	0.88	-10
13	Cc1cc(C)c(OCC(=O)Nc2ccc(S(=O)(=O)N3CCOCC3)cc2)c(C)c1	0.8	-3	-7	1	0.99	-1	-19	1.2	-7
14	CC(C)(C)C(=O)Nc1ccc(Sc2ccc([N+](=O)[O-])cc2)cc1	96*	0	-8	2	0.98	1	-2	1	4
15	O=C(O)c1ccccc1-c1ccccc1C(=O)NCc1cccc(C(F)(F)F)c1	-0.2	-4	-3	-1	1	5	-8	1.1	-9
16	O=C(CSc1ccccc1F)NCC(c1cccs1)N1CCOCC1 (stereo not drawn)	0.5	0	-3	-3	1	-1	9	0.91	3
17	COc1ccc(NC(=O)/C(Cl)=C(/Cl)S(=O)Cc2ccccc2)cn1 (stereo not drawn)	-1.1	-4	-6	-8	1.1	0	3	0.97	-6
18	N#Cc1cnn(Cc2ccccc2)c1/N=C/N1CCOCC1	1.2	0	3	1	0.99	2	-9	1.1	-11
19	Cn1c(N)c(C(=O)c2ccc(Cl)cc2)c(=O)n(C)c1=O	-0.4	2	-5	-6	1.1	0	-13	1.1	-7
20	COc1ccc(CNC(=O)C2=CCN(S(=O)(=O)c3ccc(C)cc3)CC2)cc1	0.9	-2	-5	5	0.95	-1	4	0.96	-7
21	Cc1cc(C)c(S(=O)(=O)N(C)CC(=O)NCc2ccccn2)c(C)c1	.	2	-3	2	0.98	-2	-8	1.1	-7
22	CC(C)NC(=O)C(=O)c1cn(C)c2ccccc12	1.7	1	-7	2	0.98	-3	20	0.8	0
23	COc1cccc(C(=O)c2cc3ccc(O)cc3oc2=O)c1	-0.6	-2	-19	8	0.92	-7	10	0.9	5
24	CC(=O)N1CCN(c2ccc(NCc3ccc(-c4cccc(Cl)c4)o3)cc2)CC1	0.8	-6	-2	12	0.88	-3	4	0.96	-1
25	Cc1ccc(C(=O)NCC(=O)NCC(=O)OCc2ccc(F)cc2)cc1	-0.4	-2	-2	11	0.89	1	2	0.98	-1
26	CCOC(=O)c1c(S(=O)(=O)N2CCCC(C(=O)Nc3cccc(C)n3)C2)c(C)n(C)c1C (stereo not drawn)	0.4	4	-7	0	1	-5	-2	1	-8
27	Cc1nnc(NC(=O)CCn2c(=O)oc3ccc(Cl)cc32)s1	0.6	0	-4	-3	1	-2	3	0.97	5
28	Cc1cc(C)cc(C(=O)N2CCC(C(N)=O)CC2)c1	-0.6	-1	2	-7	1.1	-1	11	0.89	-2
29	COc1ccc(CCC(=O)Nc2cccc(Cl)c2)cc1	1.8	-2	-6	-14	1.1	2	5	0.95	-13
30	O=C(CN1CCC(NC(=O)C2CCCCC2)CC1)NCc1ccco1	-1.1	-1	-11	0	1	-2	17	0.83	6
31	COc1ccc(CNc2nc(NCc3ccc(OC)cc3)n(C(C)=O)n2)cc1	-1.9	3	-7	19	0.81	3	9	0.91	-12
32	CN(C)c1ccc(N2C(=O)CSC2=S)cc1	0.7	0	5	47*	0.53	10	10	0.9	1
33	Cc1ccc2oc(C(=O)N(C)Cc3ccon3)c(C)c2c1	1.0	5	-4	12	0.88	-3	15	0.85	-2
34	CCCOc1ccc(C2C3=C(Nc4nc(N)[nH]c(=O)c42)c2ccccc2C3=O)cc1 (stereo not drawn)	0.9	-2	2	12	0.88	9	-5	1.1	3
35	COCCCNC(=S)N(Cc1ccccc1)Cc1ccccc1	0.7	-2	-4	-11	1.1	-3	2	0.98	-2
36	Cc1ccc([N+](=O)[O-])cc1NC(=O)CN(C(=O)c1ccc(Cl)cc1)C1CCCCC1	14	-4	-4	2	0.97	-1	11	0.89	-5
37	CCOP(=O)(OCC)/C(C#N)=C/c1ccc(-c2ccc(F)cc2F)o1	1.0	-2	-2	6	0.94	-1	3	0.97	-15
38	CCN(CC)C(=O)Oc1ccc(Cl)c2cccnc12	2.5	-1	-4	2	0.98	7	-29	1.3	-2
39	CCN(CC)c1ccc(/C=N/Nc2nc3ccccc3[nH]2)c(O)c1	3.1	-6	-6	11	0.89	-19	-61	1.6	8
40	CC(=O)Nc1cc(C(N)=O)c(Cl)cc1Cl	0.7	0	-4	2	0.98	1	11	0.89	0

# Profiles, quoted from the list.
# `CCN(CC)C(=O)Oc1ccc(Cl)c2cccnc12` reads MPTP block = 2.5; beta cell repl = -1; A3G deaminase = -4; mIAP inh = 2; mIAP activ = 0.98; A3A deaminase = 7; hIAP inh = -29; hIAP act = 1.3; ATG4B inhibitor = -2
# `Cc1ccc2oc(C(=O)N(C)Cc3ccon3)c(C)c2c1` reads MPTP block = 1.0; beta cell repl = 5; A3G deaminase = -4; mIAP inh = 12; mIAP activ = 0.88; A3A deaminase = -3; hIAP inh = 15; hIAP act = 0.85; ATG4B inhibitor = -2
# `CC(=O)Nc1cc(C(N)=O)c(Cl)cc1Cl` reads MPTP block = 0.7; beta cell repl = 0; A3G deaminase = -4; mIAP inh = 2; mIAP activ = 0.98; A3A deaminase = 1; hIAP inh = 11; hIAP act = 0.89; ATG4B inhibitor = 0

# (continued)
no.	structure	MPTP block	beta cell repl	A3G deaminase	mIAP inh	mIAP activ	A3A deaminase	hIAP inh	hIAP act	ATG4B inhibitor
41	CC(C)(C)c1ccc(NC(=O)c2ccccc2)c([N+](=O)[O-])c1	-0.8	0	-7	11	0.89	2	-5	1.1	5
42	Cc1ccc(NS(=O)(=O)c2cc3c4c(cccc4c2)C(=O)NC3=O)cc1	-0.9	-4	-3	2	0.98	-1	1	0.99	-1
43	O=c1oc2cc([N+](=O)[O-])ccc2nc1/C=C(\O)c1cccc(Br)c1	2.1	-3	1	18	0.82	1	23	0.77	-3
44	CS(=O)(=O)c1ccc(C(=O)NCC(c2ccco2)N2CCCCC2)cc1 (stereo not drawn)	-1.8	0	14	4	0.96	9	-7	1.1	-4
45	CC(=O)Nc1ccc(-c2ccccc2)s1	0.6	-1	17	-6	1.1	45*	1	0.99	-12
46	CCc1nc2ccccc2c(C(=O)OCC(=O)NCc2ccco2)c1C	4.6	-3	-1	-4	1	2	1	0.99	-3
